Compound activity: PubChem, several laboratories
BoNT-A LC inh2 – BoNT/A light chain protease inhibitors, primary screen, biochemical, flow cytometry, MLPCN library; 360,000 tested, 0.17% active; inhibition, % at 10 µM; multiplex microsphere protease substrate cleavage; note: plate controls were buffer without enzyme for full effect and enzyme alone for no effect
TcdB GH inh – TcdB glycohydrolase inhibitors, primary screen, biochemical, single point, plate reader; TcdB glycohydrolase enzymatic assay; inhibition, % at 9.99 µM; 350,000 tested, 0.24% active; AID 652162, 2013; in the data active = inhibition above about 10%
Y pestis TopoI – Yersinia pestis topoisomerase I inhibitors, primary screen, biochemical, cleavage product accumulation, plate reader, single point; DNA topoisomerase I (Yersinia pestis CO92); Y. pestis Topo-I cleavage product accumulation; activity, % at 10 µM; 360,000 tested, 0.064% active; AID 504884, 2011; in the data active = activity above about 50%, passing the limit was not always enough; inconclusive = no clear call, values can overlap the other calls; note: inactives centre near 2
FadD28 FP inh – inhibitors of FadD28 bisubstrate probe binding, primary screen, biochemical, fluorescence polarization, single point | Mycobacterium tuberculosis FadD28 fatty-acid-AMP ligase | 360,000 tested, 0.22% active | inhibition, % at 12.5 µM; in the data active = inhibition above about 8.5%, passing the limit was not always enough; inconclusive = no clear call, values can overlap the other calls
BoNT F protease – BoNT/F light chain protease inhibitors, primary screen, biochemical, flow cytometry, MLPCN library; Botulinum neurotoxin type F light chain protease (Clostridium botulinum); 360,000 tested, 0.22% active; inhibition, % at 10 µM; Multiplex microsphere protease cleavage assay; in the data active = inhibition above about 35%, passing the limit was not always enough; inconclusive = no clear call, values can overlap the other calls; note: plate controls were buffer without enzyme for full effect and enzyme alone for no effect
PfHsp40 yeast – rescue of yeast from PfHsp40 toxicity, primary screen, S. cerevisiae, ATP luminescence; S. cerevisiae expressing PfHsp40, growth rescue; growth rescue, % at 12.5 µM; 340,000 tested, 0.68% active; AID 504582, 2011; in the data active = growth rescue above about 28%, passing the limit was not always enough; inconclusive = no clear call, values can overlap the other calls;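 note: yeast W303a lacking pdr1 and pdr3 grown in galactose medium; growth measured after three days at 30 °C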
PrPC surface inh – inhibitors of human cell surface prion protein PrPC, primary screen, cell-based, TR-FRET; Major prion protein (Homo sapiens), P04156; TR-FRET read-out; inhibition, % at 13.8 µM; 370,000 tested, 0.43% active; in the data active = inhibition above about 24%; note: 0% = median of the test wells and 100% = reference compound wells
CCHFV vOTU inh – CCHFV vOTU protease inhibitors, primary screen, biochemical, Pep-AMC substrate, fluorescence; 370,000 tested, 0.55% active; AID 651958, 2012; inhibition, % at 11.5 µM; in the data active = inhibition above about 30%; note: 0% = vehicle wells with enzyme and 100% = no enzyme wells
Anthrax LF prot – Bacillus anthracis LF protease inhibitors, primary screen, biochemical, multiplex microsphere, MLPCN library; multiplex microsphere protease cleavage assay; 360,000 tested, 0.12% active; Lethal factor (Bacillus anthracis), P15917; AID 588501, 2011; inhibition, % at 10 µM; note: plate controls were buffer without enzyme for full effect and enzyme alone for no effect
An asterisk follows results filed as active; ? = inconclusive; / = not tested or not shown. Cut-off read from the data, not from the text of the source, unless noted: active = inhibition above about 30%; inconclusive = no clear call, values can overlap the other calls; inactive = below that.

SMILES | BoNT-A LC inh2 | TcdB GH inh | Y pestis TopoI | FadD28 FP inh | BoNT F protease | PfHsp40 yeast | PrPC surface inh | CCHFV vOTU inh | Anthrax LF prot
O=C(CCN1C(=O)/C(=C\c2ccco2)SC1=S)Nc1ccc(C(=O)O)c(O)c1 | -0.6 | -1.2 | -15 | 15* | 0 | -0.7 | -3 | 34* | -1
Cc1ccc(-c2n[nH]c(=O)c3ccccc23)c(C)c1 | 2.5 | 0.3 | 4 | -5.2 | 2 | -0.4 | 6 | -9 | -2
O=S1(=O)CCN(Cc2ccccn2)CC1 | 0.5 | 0.0 | -5 | -2.7 | -23 | -1.0 | 4 | -14 | 9
Cc1ccc(-c2nc(N)c3c(-c4ccc(C)cc4)nn(C(C)(C)C)c3n2)cc1 | -1.4 | / | 0 | 2.8 | -2 | -0.6 | -2 | -4 | -6
CCCCN(C(=O)CSCC(=O)Nc1cccc(C)c1)c1c(N)n(CCCC)c(=O)[nH]c1=O | 3.7 | -0.8 | 9 | 1.3 | 8 | -0.8 | 12 | -2 | ?
O=C(O)c1ccc(Cn2cc(Cl)cn2)cc1 | 0.6 | / | 0 | -4.5 | ? | -0.7 | -6 | -8 | -3
COC(=O)c1ccc(NCCc2csc(-c3ccc(C)cc3)n2)c([N+](=O)[O-])c1 | -2.2 | / | -9 | -0.8 | -56 | -0.1 | 4 | -8 | -9
O=C(CN1CCCC1)Nc1c(C(=O)C2CC2)oc2ccccc12 | 3.6 | -0.4 | 6 | -1.4 | ? | 0.1 | 4 | 12 | 1
CCCCN1C(=O)C(CC(=O)NCc2cccc3ccccc23)CC(C(=O)N2CCCCCC2)=C1C (stereo not given) | -0.3 | -1.6 | / | / | 7 | / | 6 | -2 | -5
Cc1ccc2nsnc2c1S(=O)(=O)Nc1ccccc1C(=O)O | -9.8 | -0.2 | 4 | 0.5 | ? | -0.4 | -17 | -13 | -1
CCN(CC)c1ccc(NC(=O)CCc2nnc3ccc(N4CCCCC4)nn23)c(C)c1 | 0.1 | -2.1 | 21 | 0.5 | -13 | -1.3 | -6 | 6 | -7
CCCCOc1ccc(S(=O)(=O)N2CCN(C)CC2)cc1 | -5.5 | 0.4 | -4 | 0.8 | ? | -0.4 | 7 | 22 | -4

Next section; it opens with the two that closed the last part.
SMILES | BoNT-A LC inh2 | TcdB GH inh | Y pestis TopoI | FadD28 FP inh | BoNT F protease | PfHsp40 yeast | PrPC surface inh | CCHFV vOTU inh | Anthrax LF prot
CCN(CC)c1ccc(NC(=O)CCc2nnc3ccc(N4CCCCC4)nn23)c(C)c1 | 0.1 | -2.1 | 21 | 0.5 | -13 | -1.3 | -6 | 6 | -7
CCCCOc1ccc(S(=O)(=O)N2CCN(C)CC2)cc1 | -5.5 | 0.4 | -4 | 0.8 | ? | -0.4 | 7 | 22 | -4
O=C(O)C1CC(O)CN1c1nc(Cl)ccc1[N+](=O)[O-] (stereo not given) | -0.6 | 0.2 | 3 | -1.6 | -2 | -1.3 | -5 | -10 | -2
Cc1cccc(NC(=O)CSc2nnc(-c3ccc(S(=O)(=O)N4CCCC4)cc3)o2)c1 | -0.5 | 0.9 | 0 | -0.9 | -4 | 0.3 | / | / | -1
Cc1cccc[n+]1CC(=O)c1ccc(NC(=O)c2ccccc2)cc1 | -0.1 | -0.6 | -3 | -2.4 | 20 | 7.0 | 1 | -16 | 2
Cc1cc(C(=O)OCn2nnc3ccccc3c2=O)c(C)o1 | 0.9 | / | -3 | -1.0 | 29 | -0.5 | 5 | -19 | -2
Cc1ccc(CSCCNC(=O)c2ccc(NS(C)(=O)=O)cc2)cc1 | -0.7 | -0.9 | 7 | 15* | -4 | 0.3 | 2 | -10 | -7
COc1ccc(N2CCN(C(=O)c3cc4c(-c5ccc(Cl)cc5)nn(C)c4s3)CC2)cc1 | -1.2 | -0.1 | 4 | 0.6 | -15 | 1.1 | 0 | -3 | -8
CCOC(=O)C1CCN(C(=O)Cn2nc(C)n3c(cc4cc(C)ccc43)c2=O)CC1 | 0.9 | 2.1 | -4 | -0.2 | 4 | 0.7 | 2 | 12 | -2
Cc1cc(S(=O)(=O)NCc2ccccc2)ccc1OCC(=O)NCC1CCCO1 (stereo not given) | -0.4 | -0.4 | 9 | -0.7 | 5 | -0.2 | -1 | -5 | -6
CCOc1ccc(OCC(=O)OCC(=O)Nc2ccc3[nH]c(=O)[nH]c3c2)cc1 | -0.4 | 1.3 | -3 | 0.6 | -6 | 4.4 | 2 | -3 | -1
COc1ccc(C(=O)N2CCCC(c3cc(C(=O)NCc4ccccc4)no3)C2)cc1 (stereo not given) | -0.6 | 1.2 | 19 | -4.6 | -2 | / | -2 | 2 | -1
COc1ccccc1NC(=O)C1=C(C)Nc2nc(-c3cccs3)nn2C1c1cccnc1 (stereo not given) | 0.3 | 1.4 | 4 | 0.0 | -8 | 0.6 | -4 | 5 | -3
Cc1ccc2c(c1)C1CC(C)(O2)N(c2cccc(C(=O)N3CCN(c4ccccn4)CC3)c2)C(=O)N1 (stereo not given) | 1.4 | 0.7 | 19 | 0.6 | -4 | 0.4 | 6 | 12 | 0
COc1ccc(Cc2ccc(OC)c(N)c2)cc1N | 2.4 | 1.8 | 3 | -5.2 | 11 | 0.5 | -2 | 4 | -2
CN(C)c1ccc(CNc2ncn[nH]2)cc1 | 1.1 | -14 | 7 | 1.0 | 1 | 0.4 | 2 | -7 | -4
Cc1ccccc1Nc1ncc(C#N)c(N)n1 | -0.9 | -0.7 | 5 | -0.2 | -18 | / | 4 | -7 | -8
CCCCN(CCCC)Cc1cc(=O)oc2ccc3ccccc3c12 | 0.3 | 0.7 | / | -3.5 | -2 | / | -4 | 2 | 0
Cc1ccc2nc(-c3ccc(F)cc3)nc(SCC(=O)NCC3CCCO3)c2c1 (stereo not given) | -2.6 | -0.1 | 2 | 0.4 | -2 | -0.4 | -2 | 0 | -4
O=C(O)c1ccc(NC(=S)N2CCCCC2)cc1 | 0.2 | 0.5 | 1 | -1.7 | -10 | 0.2 | -1 | 3 | -3
O=c1[nH]c(Cn2nnc(-c3ccccc3)n2)nc2scc(-c3ccccc3)c12 | 0.4 | / | -7 | -2.7 | -2 | -1.3 | 11 | 16 | -2
CS(=O)(=O)N1CCCCC1c1cc(C(=O)Nc2cccc(C#N)c2)no1 (stereo not given) | -0.1 | 1.0 | 2 | 1.1 | 2 | / | 3 | -4 | 5
N#CCCn1c(O)c(N=NC(=O)CNC(=O)c2cccs2)c2ccccc21 | -0.8 | 0.3 | -3 | -4.0 | -10 | 0.7 | -33 | 0 | -13
Cc1nc2ncnn2c(C)c1Cc1ccc(Cl)cc1 | 0.2 | / | -4 | -4.1 | -5 | 5.7 | -4 | 12 | 3
O=[N+]([O-])c1ccccc1/C=C/C=N/n1c(-c2ccco2)n[nH]c1=S | -0.3 | 1.4 | -4 | 0.0 | 0 | 0.2 | -19 | 17 | 2
Cc1ccc([N+](=O)[O-])c(OCCCN2C(=O)NC(C)(C)C2=O)c1 | 0.1 | 1.1 | 0 | -0.4 | 2 | 0.6 | -4 | -4 | -4
COc1ccc(C(O)C(CC(=O)NCCCOC(C)C)C(=O)NCCCOC(C)C)cc1OC (stereo not given) | -1.1 | -0.4 | 1 | -3.1 | -7 | -0.4 | 6 | 5 | 0
CCCn1cc(SCC(=O)Nc2nnc(C)s2)c2ccccc21 | 0.0 | -7.1 | 16 | -3.8 | -2 | 0.2 | 5 | 21 | -1
CCSc1nnc(NC(=O)C2Cc3ccccc3CN2C(=O)c2ccco2)s1 (stereo not given) | 2.7 | / | -6 | -1.3 | 4 | 1.4 | 5 | 20 | 4
CCCCCN(C(=O)CCC(=O)OCC(=O)NCCc1ccccc1)c1c(N)n(CCCC)c(=O)[nH]c1=O | -0.2 | 1.7 | 10 | -1.0 | -6 | / | -3 | 5 | 0
S=c1[nH]nc(-c2cccc(Br)c2)o1 | -0.6 | / | 4 | 0.0 | 2 | -0.8 | 25* | -9 | 6
O=C(/C=C/c1ccco1)N(Cc1ccc(Cl)cc1)C1CCS(=O)(=O)C1 (stereo not given) | ? | 1.3 | -1 | -4.8 | ? | -1.1 | -1 | 1 | -1
Cc1ccc(C)c(CNS(=O)(=O)c2c(C)[nH]c(C)c2C(=O)N2CCCCC2)c1 | -0.5 | -0.8 | 12 | -0.3 | -3 | -0.4 | -5 | -2 | 0
CN(CC(=O)Nc1cccc(F)c1)C(=O)c1cn(-c2ccccc2)nc1-c1cccs1 | 1.4 | -1.0 | 5 | -4.9 | 3 | 8.8 | 5 | 12 | 3
CCc1nc2c(OCc3ccc4c(c3)OCO4)cccn2c1N(C=O)Cc1ccccc1 | 0.1 | 0.9 | 18 | -3.5 | -6 | / | 13 | 4 | 2
Cn1c(C(=O)OC(C(=O)NC2CCCC2)c2cccnc2)cc2sccc21 (stereo not given) | 2.8 | / | -4 | -0.4 | 11 | 0.6 | -6 | -16 | -2
O=C(CC1Oc2ccccc2NC1=O)NCCCN1CCN(C2CCCCC2)CC1 (stereo not given) | -1.6 | 0.8 | -6 | 0.4 | -17 | 0.2 | 8 | -6 | -13
CC1(C(=O)NS(=O)(=O)c2ccc(Cl)cc2)CCN1C(=O)C1CCCCC1 (stereo not given) | -0.1 | 1.7 | 0 | 1.2 | 2 | / | -3 | -14 | -3
O=C(/C=C/c1cccc(Cl)c1)N1CCC(Cc2ccccc2)CC1 | 0.3 | / | 35 | -5.0 | 0 | 0.9 | 10 | -7 | 3
CCOc1ccc(-c2nc(C#N)c(NCC3CCCO3)o2)cc1 (stereo not given) | ? | / | 3 | 0.0 | -8 | 0.9 | 5 | -43 | ?
CC(=O)c1cccc(Nc2ncnc3ccc(Br)cc23)c1 | 4.0 | -1.6 | 0 | -0.9 | 12 | -1.2 | 9 | -6 | 3
CCCCN(C(=O)CSc1nnc(-c2ccc(OC)cc2)n1CC)c1c(N)n(Cc2ccccc2)c(=O)[nH]c1=O | -0.8 | / | 9 | -0.1 | -4 | -0.9 | 3 | -17 | -3
CC(=O)Nc1ccc(S(=O)(=O)Nc2cccc(-c3cn4cccnc4n3)c2)cc1 | -2.4 | 0.7 | 9 | -8.2 | -14 | -1.3 | -6 | -62 | -6
N#CCCN1CCN(S(=O)(=O)c2ccc3c(c2)OCCCO3)CC1 | 0.3 | / | 5 | -1.2 | 5 | 0.7 | 6 | -2 | -8
COc1cc(S(=O)(=O)Nc2ncccc2C)c(OC)cc1Cl | 0.0 | / | -3 | -0.9 | -1 | 1.5 | -6 | 8 | 1
Cc1ccc(S(=O)(=O)Oc2cccc(/C=N/Nc3ccc(C(=O)O)cc3)c2)cc1 | 0.4 | 11* | -4 | 30* | 0 | -0.5 | 9 | 12 | -4
CCOc1ccc(NC(=O)C2CCCCN2S(=O)(=O)c2ccccc2)cc1 (stereo not given) | -1.8 | 1.6 | 4 | -0.9 | -13 | -0.1 | 10 | 23 | -8
Cc1ccc(SCCC(=O)OC(C)C(=O)Nc2ccccc2)cc1 (stereo not given) | / | 1.9 | -6 | -0.8 | / | -0.3 | 0 | 3 | /
CCOc1ccc(-n2ccnc(SCC(=O)Nc3cccc(OC)c3)c2=O)cc1 | ? | 1.1 | 12 | 3.8 | ? | 2.9 | -13 | -1 | ?
O=C(N1CCCCC1)N1CCN(S(=O)(=O)c2ccccc2)CC1 | / | -0.3 | 5 | 0.5 | / | -2.0 | 8 | 5 | /
Cc1cc(C)n2c(nc3ccccc32)c1C(=O)NCc1ccccc1 | -0.2 | -1.2 | 7 | -2.4 | 4 | 0.2 | -1 | -3 | -2
